# Bioassay records as filed in PubChem.
# PLK1 PBD block – inhibitors of human PLK1 polo-box domain binding. 360,000 tested, 2.8% active. Plk1 PBD binding of FITC phosphopeptide, fluorescence polarization. Potency, µM, inactives show max response, negative = inhibition, usual class: inhibitors. AID 720504; further: potency means the concentration at half of the fitted maximal effect; series mostly up to about 57 µM; on the % scale 0 is the no-effect control and ±100 the full control effect; nearly all actives have a fitted effect of over 65% in size
# EPAC1 antagonist – blocks human EPAC1 exchange factor; O95398; EPAC1 GEF assay, Rap1b-BODIPY-GDP exchange fluorescence; Potency, µM (series often up to 115 µM), without a hit: at the top dose activity change, negative = inhibition, actives largely listed as inhibitors; 360,000 tested, 0.14% active;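 further: potency means the concentration at half of the fitted maximal effect; plate controls were vehicle for no effect and positive control for full effect; nearly all actives have a fitted effect of over 50% in size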
# Abeta yeast res – restores growth of yeast expressing A-beta42 peptide; 410,000 tested, 0.063% active; AID 1347071; yeast expressing A-beta42, growth rescue, OD600, 48 h; response scale: 0% DMSO, 100% iron-clioquinol control; Potency, µM (top dose mostly 46.1 µM), for the others: at the top dose growth rescue, usual class: activators; further: potency means the concentration at half of the fitted maximal effect; nearly all actives have a fitted effect of over 55% in size
#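 Growth rescue measured by 600 nm absorbance after 48 h yeast culture at 30 C with compound. Values normalized between DMSO and an equimolar ferric chloride plus clioquinol control.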
# IL-2 act – activates IL-2 in a cell-based reporter assay; IL-2 activation reporter assay, cell-based qHTS; stimulated with anti-CD3/CD4/CD28 beads; in transgenic mouse T cells; activation, % (series mostly up to about 46 µM); AID 652025; 360,000 tested, 0.065% active; in the data active means activation above about 50%; inconclusive means mostly about 30% to 49%; further: 0% is about no effect
#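 Readout is EGFP and DsRed signal by fluorescent plate cytometry after 18 h at 37 degrees C. Transgenic mouse T cells (750/well) received compound for 60 min before bead stimulation (anti-CD3, anti-CD4, anti-CD28); memory T cells served as non-tolerant control.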
# PI5P4K alpha inh – inhibitors of human PI5P4K alpha; 330,000 tested, 1.2% active; P48426; max response, %; PI5P4Kalpha enzyme, ADP-Glo luminescence, 60 min; hits give low values; active means max response of -50% or lower; inconclusive means between -30% and -50%; inactive means -30% or higher; further: value at the top dose of about 77 µM; on the % scale 0 is the no-effect control and ±100 the full control effect
# Target sequence (P48426 whole entry, looked up): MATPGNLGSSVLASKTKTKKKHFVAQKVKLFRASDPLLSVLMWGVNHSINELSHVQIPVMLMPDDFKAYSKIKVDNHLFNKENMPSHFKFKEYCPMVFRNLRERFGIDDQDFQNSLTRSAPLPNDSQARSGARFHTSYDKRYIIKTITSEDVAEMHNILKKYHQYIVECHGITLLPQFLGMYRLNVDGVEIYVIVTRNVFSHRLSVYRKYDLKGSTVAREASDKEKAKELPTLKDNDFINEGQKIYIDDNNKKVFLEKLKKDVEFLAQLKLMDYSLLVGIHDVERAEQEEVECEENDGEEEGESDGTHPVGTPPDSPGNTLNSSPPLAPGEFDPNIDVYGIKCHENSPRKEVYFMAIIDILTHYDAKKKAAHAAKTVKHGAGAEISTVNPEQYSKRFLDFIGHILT
#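 Quantitative HTS of the MLSMR library against PI5P4Kalpha with substrate. ATP added last at 5 microM final; room temperature, 60 minutes. Remaining ATP depleted, ADP converted and read as luminescence.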
# FUS suppressor – rescues growth of FUS-expressing yeast; S. cerevisiae FUS-expressing, growth rescue, OD600, 24 h; Potency, µM (highest dose often 76.6 µM), inactives show at the top dose growth rescue (activation), most hits filed as activators; 390,000 tested, 0.24% active;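 further: potency means the concentration at half of the fitted maximal effect; plate controls were DMSO vehicle for no effect and reference control for full effect; nearly all actives have a fitted effect of over 55% in size; some results filed as inactive show a strong effect at the top dose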
#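 Cultures pregrown in 2.5% raffinose medium are shifted to minimal medium containing 2% galactose to express toxic FUS. Compounds are tested at several concentrations. After 24hr at 30C, growth is quantified at 600 nm absorbance.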
# WRN helicase inh – WRN helicase (human) inhibition; WRN helicase unwinding, fluorescent forked duplex, kinetic; Potency, µM (top dose mostly 114 µM), for the others: at the highest dose activity change, negative = inhibition, most hits filed as inhibitors; 360,000 tested, 0.46% active; AID 651768; further: potency means the concentration at half of the fitted maximal effect; on the % scale 0 is the no-effect control and ±100 the full control effect; nearly all actives have a fitted effect of over 55% in size
#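 Kinetic fluorescence helicase assay: unwinding of a quenched forked DNA duplex (100 nM final) with 2 mM ATP final raises red fluorescence (525/598 nm). Compounds sat 15 min at room temperature with 20 nM WRN beforehand.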
# EPAC1 agonist – agonists of human EPAC1; EPAC1 agonist qHTS, biochemical assay; response scale: 100% = response to 6.5 mM cAMP; O95398; Potency, µM (titrated, usually from 154 µM), without a hit: top-dose activation, actives largely listed as activators; 360,000 tested, 0.073% active; AID 720707; further: potency means the concentration at half of the fitted maximal effect; nearly all actives have a fitted effect of over 60% in size
#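 Fluorescent GDP-exchange assay: 100 nM EPAC1 with 250 nM Rap1B preloaded with BODIPY-GDP and 50 uM GDP; compounds tested as concentration series, 5 min at room temperature, then read every 5 min for 30 min (ex 480/em 540 nm); normalized to 6.5 mM cAMP.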
# An asterisk follows results filed as active; ? = inconclusive; nt = not tested or not shown; & = joins results of further samples; [ ] = another dose, or the depositor's remark. Unless noted, the call rests on the fitted dose curve; in most records, active means well fitted curve in the direction sought with a large enough effect; inconclusive means small, poorly fitted or top-dose-only effect, or another doubt; inactive means no such curve, though single readings can be large; an effect the other way counts as inactive or inconclusive. Outcome played no part in choosing rows (roughly 4.1% active in at least one column).
SMILES,PLK1 PBD block,EPAC1 antagonist,Abeta yeast res,IL-2 act,PI5P4K alpha inh,FUS suppressor,WRN helicase inh,EPAC1 agonist
CCC(=O)Nc1cc(NC(=O)CSc2ncc(-c3ccc(F)cc3)n2Cc2ccco2)ccc1C,-5%,-1%,9%,0.0,-9,33%,-6%[57.1 µM],6%
N#Cc1cccc(NC(=S)Nc2ccccc2)c1,13µM*,8%,-6%,0.2,4,nt,-14%,-8%
O=C1OCCC1Sc1nnc(-c2ccc3c(c2)OCO3)n1-c1ccccc1 (stereo not given),-8%,-6%,12%,-0.8,-3,21%,3%,-1%
CCOc1ccc(C(C)NC(=O)c2cccc(F)c2)cc1 (stereo not given),-4%,-14%,14%,-1.8,-4,-31%,-9%,0%
COc1ccc(CC(=O)NNC(=O)COc2ccc(Cl)cc2C)cc1S(=O)(=O)N1CCOCC1,-3%,-9%,5%,1.0,1,nt,-16%,-9%
CC(C)(C)c1ccc(NC(=O)COC(=O)C2(C)CC2(Cl)Cl)cc1 (stereo not given),-6%,-23%,17%,-0.9,1,-12%,-6%,-7%
CCOc1ccc(C(=O)Nc2ccccc2C#N)cc1[N+](=O)[O-],0%,6%,2%,0.1,-3,15%,-3%,-17%
COc1ccc(CNC(=O)C2CCN(S(=O)(=O)N3CCOCC3)CC2)cc1,3%,-19%,6%,-0.5,4,-2%,-3%,11%
CN1CCN(c2ccc(C(=O)c3ccc(Br)cc3)cc2[N+](=O)[O-])CC1,-15%,-17%,-5%,-2.9,0,-3%,-4%,2%
Cc1nc(N2CCCCC2C)c2c(C)c(C(=O)Nc3ccccc3C(F)(F)F)sc2n1 (stereo not given),2%,-25%,-22%,-3.5,4,13%,4%,-5%
Cc1ccc2c(c1)-c1c(ssc1=S)C(C)(C)N2C(=O)c1ccco1,2.1µM*,6%,-9%,-0.9,nt,29%,-17%,2%
COc1ccc(NC(=O)c2scc(S(=O)(=O)C(C)C)c2N)cc1,-8%,-5%,-4%,0.0,-6,8%,6%,4%
COc1cccc(C2N(c3ccccn3)C(=O)C3CCCN32)c1OC (stereo not given),-5%,-16%,-4%,1.4,14,-19%,-8%,0%
CC(C)(C)OC(=O)C[C@@H]1C/C=C\C[C@H](CC(=O)NCCO)C(=O)NC[C@@H](c2ccccc2)OC1=O,3%,-1%,5%,0.6,0,13%,6%,14%
Cc1cccc(Nc2ccc([N+](=O)[O-])cn2)c1,1%,-15%,-9%,0.2,2,-13%,7%,-7%
COc1ccc(NC(=O)CSc2nnc(CCC(=O)O)c(=O)n2N)cc1,-20%,2%,-15%,-0.2,-4,-7%,10%,1%
Cn1c(=O)n(CCN2CCOCC2)c(=O)c2c1nc1n2CCN1c1ccc(Oc2ccccc2)cc1,-4%,11%,4%,-1.0,-4,-2%,0%,-1%
Cc1cccc(C)c1NC(=S)Nc1ccc(Cl)c(Cl)c1,-4%,-10%,?,-0.7,0,17%,-8%,-1%
Cc1cc2occ(CC(=O)Nc3nnc(C4CC4)s3)c2cc1C,-7%,-5%,1%,0.9,-10,-12%,5%,6%
Cn1ncc(Cl)c1C(=O)Nc1cccnc1,-12%,21%,-3%,1.2,-7,1%,10%,0%
CN(Cc1nc2ccccc2c(=O)[nH]1)C(=O)c1cc(C2CC2)nn1-c1ccccc1,3%,-7%,-25%,0.5,1,21%,-4%,5%
CCc1ccc(C(=O)O)cc1,2%,11%,-9%,0.8,-2,-32%,-17%,-3%
Cc1cc(C)cc(OCC(=O)NCCc2nc3ccccc3[nH]2)c1,-10%,3%,6%&6%,-0.1,-7,18%&2%,3%,-2%
Cc1ccc(-n2[nH]c(C)c(/C=N/Nc3ccc([N+](=O)[O-])cc3[N+](=O)[O-])c2=O)cc1,-23%,13%,-32%,-0.4,-28,41%,-27%,6%
CC(=O)c1c(C)[nH]c(C(=O)COC(=O)c2nccnc2N)c1C,3%,18%,-12%,1.1,1,-1%,2%,-10%

# Entries from the list above with a thiophene ring, fused or not (2):
SMILES,PLK1 PBD block,EPAC1 antagonist,Abeta yeast res,IL-2 act,PI5P4K alpha inh,FUS suppressor,WRN helicase inh,EPAC1 agonist
Cc1nc(N2CCCCC2C)c2c(C)c(C(=O)Nc3ccccc3C(F)(F)F)sc2n1 (stereo not given),2%,-25%,-22%,-3.5,4,13%,4%,-5%
COc1ccc(NC(=O)c2scc(S(=O)(=O)C(C)C)c2N)cc1,-8%,-5%,-4%,0.0,-6,8%,6%,4%

# 15 structures already listed, ordered by length of the SMILES, ascending:
SMILES,PLK1 PBD block,EPAC1 antagonist,Abeta yeast res,IL-2 act,PI5P4K alpha inh,FUS suppressor,WRN helicase inh,EPAC1 agonist
CCc1ccc(C(=O)O)cc1,2%,11%,-9%,0.8,-2,-32%,-17%,-3%
Cc1cccc(Nc2ccc([N+](=O)[O-])cn2)c1,1%,-15%,-9%,0.2,2,-13%,7%,-7%
Cc1cccc(C)c1NC(=S)Nc1ccc(Cl)c(Cl)c1,-4%,-10%,?,-0.7,0,17%,-8%,-1%
Cc1cc2occ(CC(=O)Nc3nnc(C4CC4)s3)c2cc1C,-7%,-5%,1%,0.9,-10,-12%,5%,6%
Cc1cc(C)cc(OCC(=O)NCCc2nc3ccccc3[nH]2)c1,-10%,3%,6%&6%,-0.1,-7,18%&2%,3%,-2%
COc1ccc(NC(=O)c2scc(S(=O)(=O)C(C)C)c2N)cc1,-8%,-5%,-4%,0.0,-6,8%,6%,4%
COc1ccc(NC(=O)CSc2nnc(CCC(=O)O)c(=O)n2N)cc1,-20%,2%,-15%,-0.2,-4,-7%,10%,1%
Cc1ccc2c(c1)-c1c(ssc1=S)C(C)(C)N2C(=O)c1ccco1,2.1µM*,6%,-9%,-0.9,nt,29%,-17%,2%
COc1ccc(CNC(=O)C2CCN(S(=O)(=O)N3CCOCC3)CC2)cc1,3%,-19%,6%,-0.5,4,-2%,-3%,11%
CN1CCN(c2ccc(C(=O)c3ccc(Br)cc3)cc2[N+](=O)[O-])CC1,-15%,-17%,-5%,-2.9,0,-3%,-4%,2%
Cc1nc(N2CCCCC2C)c2c(C)c(C(=O)Nc3ccccc3C(F)(F)F)sc2n1 (stereo not given),2%,-25%,-22%,-3.5,4,13%,4%,-5%
CN(Cc1nc2ccccc2c(=O)[nH]1)C(=O)c1cc(C2CC2)nn1-c1ccccc1,3%,-7%,-25%,0.5,1,21%,-4%,5%
Cn1c(=O)n(CCN2CCOCC2)c(=O)c2c1nc1n2CCN1c1ccc(Oc2ccccc2)cc1,-4%,11%,4%,-1.0,-4,-2%,0%,-1%
Cc1ccc(-n2[nH]c(C)c(/C=N/Nc3ccc([N+](=O)[O-])cc3[N+](=O)[O-])c2=O)cc1,-23%,13%,-32%,-0.4,-28,41%,-27%,6%
CC(C)(C)OC(=O)C[C@@H]1C/C=C\C[C@H](CC(=O)NCCO)C(=O)NC[C@@H](c2ccccc2)OC1=O,3%,-1%,5%,0.6,0,13%,6%,14%
